beta cell repl – inducers of MIN6 beta-cell proliferation, primary screen, ATP luminescence, uHTS. MIN6 cells proliferation, ATPlite luminescence, 48 h; cells starved in 0.2% serum; 100% = growth in 10% serum. proliferation, % at 10 µM. 0.29% of 330,000 active. AID 2380, 2010;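 active means compounds whose signal lies at least 3.5 SD above the mean of all wells on their plate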;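 further: 0% = DMSO-treated cells in low-serum medium and 100% = 10% serum control; some compounds called inactive have numbers as strong as hits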
A3G deaminase – APOBEC3G DNA deaminase inhibitors, primary screen, biochemical, fluorescence, single-stranded DNA substrate, uHTS. recombinant A3G, ssDNA deamination FAM/TAMRA fluorescence. inhibition, % at 20 µM. 0.28% of 330,000 active. AID 493012, 2011;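 active means inhibition of at least 40% at 20 µM, with no more than 30% in the related APOBEC3A deaminase screen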;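 further: plate controls were DMSO wells with A3G for no effect and wells lacking A3G enzyme for full effect; some compounds called inactive have numbers as strong as hits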
Target sequence (Q9HC16 whole entry, looked up): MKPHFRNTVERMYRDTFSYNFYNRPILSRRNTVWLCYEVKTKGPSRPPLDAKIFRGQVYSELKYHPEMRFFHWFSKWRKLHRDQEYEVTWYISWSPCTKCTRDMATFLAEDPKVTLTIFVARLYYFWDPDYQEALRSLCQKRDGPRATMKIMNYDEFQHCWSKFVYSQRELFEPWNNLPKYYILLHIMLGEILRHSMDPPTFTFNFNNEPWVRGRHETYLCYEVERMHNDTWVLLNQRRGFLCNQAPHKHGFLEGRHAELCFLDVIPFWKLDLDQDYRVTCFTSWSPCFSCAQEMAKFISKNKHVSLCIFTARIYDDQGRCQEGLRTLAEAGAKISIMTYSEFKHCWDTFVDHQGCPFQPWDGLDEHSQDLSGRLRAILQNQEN
hIAP inh – human IAP inhibitors, primary screen, biochemical, luminescence, uHTS; inhibition, % at 10 µM; 0.12% of 330,000 active; Intestinal-type alkaline phosphatase (Homo sapiens), P09923; purified IAP, CDP-Star luminescence, 30 min;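 active means inhibition reaching a set limit with compound at 10 µM in the primary screen, cut at about 35% in these data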;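 further: plate controls were DMSO wells with enzyme for no effect and no-enzyme buffer wells for full effect; values of inactives mirror those of a sister screen read the other way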
hIAP act – human IAP activators, primary screen, biochemical, luminescence, uHTS; Intestinal-type alkaline phosphatase (Homo sapiens), P09923; 0.16% of 330,000 active; activation factor at 10 µM; AID 2524, 2010; purified human IAP, CDP-Star luminescence, 30 min; stronger effect = higher value; 1 = vehicle-only enzyme, 0 = enzyme-free background;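 active means activation factor of the enzyme at least 2-fold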; further: the source names both 10 and 20 µM as test concentration; values of inactives mirror those of a sister screen read the other way
mIAP inh – inhibitors of mouse IAP, primary screen, biochemical, luminescence, uHTS | intestinal alkaline phosphatase [Mus musculus] | purified mouse IAP, CDP-Star luminescence, 30 min | inhibition, % at 10 µM | 0.2% of 330,000 active | AID 2806, 2010;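 active means inhibition of at least 40% at 10 µM in the primary screen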;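 further: plate controls were DMSO with enzyme for no effect and no enzyme wells for full effect; values of inactives mirror those of a sister screen read the other way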
A3A deaminase – APOBEC3A ssDNA deaminase inhibitors, primary screen, selectivity assay for APOBEC3G inhibitor project, biochemical, FAM/TAMRA oligo cleavage fluorescence. DNA dC->dU-editing enzyme APOBEC-3A (Homo sapiens), P31941. AID 493011, 2011. recombinant A3A, FAM/TAMRA ssDNA deamination fluorescence. 0.41% of 330,000 active. inhibition, % at 20 µM;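 active means at least 40% inhibition at 20 µM here, with at most 30% in a related deaminase screen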;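 further: plate controls were A3A with DMSO for no effect and wells lacking A3A enzyme for full effect; some results filed as inactive read as strong as hits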
Target sequence (P31941 whole entry, looked up): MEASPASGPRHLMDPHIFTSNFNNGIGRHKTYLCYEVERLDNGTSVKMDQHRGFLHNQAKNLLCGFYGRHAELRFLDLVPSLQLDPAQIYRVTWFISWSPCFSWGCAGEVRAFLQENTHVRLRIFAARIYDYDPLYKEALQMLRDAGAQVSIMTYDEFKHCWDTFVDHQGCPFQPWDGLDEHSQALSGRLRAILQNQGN
mIAP activ – activators of mouse IAP, primary screen, biochemical, luminescence, uHTS. muIAP, CDP-Star luminescence, 30 min; stronger effect = higher value; 1 = vehicle-only enzyme signal, 0 = enzyme-free wells. activation factor at 10 µM. 0.24% of 330,000 active;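 active means activation factor of at least 2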; further: the source names both 10 and 20 µM as test concentration; values of inactives mirror those of a sister screen read the other way
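Assay system: mouse IAP enzyme; reagent: chemiluminescent substrate CDP-Star; dosing: test compounds delivered from DMSO solution; schedule: 30 min at room temperature; measured by: luminescence from enzymatic CDP-Star hydrolysis; controls: DMSO-only wells and no-enzyme negative control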
SENP1 inh – human SENP1 catalytic domain inhibitors, primary screen, biochemical, FRET, uHTS; Sentrin-specific protease 1 (Homo sapiens), Q9P0U3; recombinant SENP1 catalytic domain, CyPet-SUMO1-YPet FRET cleavage; inhibition, % at 10 µM; 0.21% of 360,000 active; AID 624204, 2012;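 active means inhibition at least 30% at 10 µM, raw YFP signal under a set limit, fluorescence ratio 0.5 to 1.5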;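 further: 0% = enzyme with DMSO and 100% = no enzyme wells; some results filed as inactive read as strong as hits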
Target sequence (Q9P0U3 419-644 limits assumed): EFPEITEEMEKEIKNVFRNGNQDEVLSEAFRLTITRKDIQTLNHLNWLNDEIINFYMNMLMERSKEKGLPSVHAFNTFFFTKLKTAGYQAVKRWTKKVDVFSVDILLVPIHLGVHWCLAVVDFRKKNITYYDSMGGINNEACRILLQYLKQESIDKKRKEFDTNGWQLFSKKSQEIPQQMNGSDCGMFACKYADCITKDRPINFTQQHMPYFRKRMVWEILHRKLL
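Controls: no-enzyme wells low, DMSO-plus-enzyme wells high control. Test system: human recombinant His6-tagged SENP1 catalytic domain enzyme. Reagent: SFCypet-SUMO1-SFYpet FRET protein substrate, 25 nM final. Doses: one dose per compound, 10 µM, 0.5% DMSO. Detection: FRET, CFP and YFP emission. Timing: 50 min reaction at room temperature.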
NLRP3 yeast inh – NALP3 inflammasome inhibitors in reconstituted yeast, primary screen, luminescence, uHTS; Yeast reconstituted NLRP3/ASC/caspase-1, beta-gal luminescence, 24 h; inhibition, % at 10 µM; 0.39% of 330,000 active; AID 2825, 2010;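 active means inhibition of 50% or more; inactive means inhibition below 50%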;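 further: plate controls were induced DMSO wells for no effect and uninduced yeast grown without galactose for full effect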
Active calls of the source: *. An excerpt; count on the stated rates, not on these rows.

SMILES | beta cell repl | A3G deaminase | hIAP inh | hIAP act | mIAP inh | A3A deaminase | mIAP activ | SENP1 inh | NLRP3 yeast inh
CCNS(=O)(=O)c1ccc2nc(NC(=O)/C=C/c3cc(OC)c(OC)c(OC)c3)sc2c1 | -2.9 | -2.0 | 3.6 | 0.964 | 1.9 | -0.5 | 0.981 | -23.4 | 7.0
Nn1c(C2CCCCC2)nc2ccccc2c1=O | -0.5 | -1.8 | -6.6 | 1.07 | -16.8 | -0.3 | 1.17 | -0.5 | -4.5
COc1ccccc1N1CCN(C(=O)c2sc3nc(-c4ccccc4)cn3c2C)CC1 | -2.2 | -8.1 | -12.6 | 1.13 | -1.7 | -5.8 | 1.02 | 9.5 | 24.9
CCCc1cc(=O)[nH]c(SCC(=O)N(CC)c2c(N)n(Cc3ccccc3)c(=O)[nH]c2=O)n1 | -3.9 | -8.0 | 16.1 | 0.839 | 2.9 | 2.7 | 0.971 | -2.8 | 16.0
O=C(CCc1ccccc1)Nc1nc2nc(-c3ccccc3)cc(=O)n2[nH]1 | -4.8 | 0.4 | -13.4 | 1.13 | -12.0 | 3.3 | 1.12 | 1.2 | 8.4
COc1ccccc1C(C)NC(=O)c1ccc(NC(=O)CC2SC(N3CCCC3)=NC2=O)cc1 (configuration not stated) | -3.0 | -0.3 | 4.7 | 0.953 | -7.2 | 1.9 | 1.07 | 2.2 | 18.0
COc1ccc(C2=NNC(c3cccnc3)=Nc3ccc(OC)cc32)cc1 | 1.4 | 4.5 | 7.1 | 0.929 | -3.8 | -3.0 | 1.04 | -0.1 | 12.3
COCc1cc(C)nc2sc(C(=O)Nc3nccs3)c(N)c12 | 2.9 | -5.0 | -2.7 | 1.03 | 12.0 | -4.7 | 0.88 | -40.7 | -10.4
O=C(NCC1CCCO1)c1ccc2c(c1)N(Cc1ccc(F)cc1)CCS2 (configuration not stated) | 8.7 | -4.6 | -32.8 | 1.33 | -4.1 | -5.6 | 1.04 | -2.0 | 11.8
CCCSc1nc2ccccc2n1CC(=O)O | 2.2 | -7.0 | -14.2 | 1.14 | 9.6 | -1.1 | 0.904 | 0.4 | -8.0
O=C(NCCN1C(=O)C2C3C=CC(C3)C2C1=O)Nc1ccccc1 (configuration not stated) | -0.1 | -9.3 | 4.0 | 0.96 | -8.4 | -4.1 | 1.08 | -1.2 | 11.9
C/C(=N/NS(=O)(=O)c1ccc(C)cc1)c1ccc2c(c1)OCO2 | 0.0 | -8.5 | -8.9 | 1.09 | 0.0 | 1.4 | 1 | 2.5 | 16.7
CC1CCCCN1CC(=O)NC(c1ccccc1)c1ccccc1 (configuration not stated) | -0.2 | 4.9 | 3.9 | 0.961 | -10.1 | 0.2 | 1.1 | -1.9 | 6.5
Cc1ccc(C(=O)NNC(=O)C(C)Sc2nc(N)cc(N)n2)cc1 (configuration not stated) | -2.8 | -4.8 | -3.8 | 1.04 | 2.4 | -0.1 | 0.976 | 0.2 | -16.8
CC(=O)OC(C(=O)N1CCOCC1)c1c(F)cccc1F (configuration not stated) | 0.5 | -1.0 | -6.8 | 1.07 | 7.2 | 2.2 | 0.928 | 1.9 | 22.3
CN1CCN(S(=O)(=O)c2cccc(C(=O)Nc3sccc3C(N)=O)c2)CC1 | 8.7 | -3.3 | -6.2 | 1.06 | 22.4 | 4.9 | 0.776 | -1.6 | 23.9
O=C1c2ccccc2C(=O)N1CC1c2ccccc2CCN1C(=O)N1CCOCC1 (configuration not stated) | 0.4 | -4.9 | -3.9 | 1.04 | 5.1 | -4.3 | 0.949 | -0.3 | 9.5
Cc1ccc2nc(-c3ccncc3)c(NC3CCCC3)n2c1 | 1.1 | -4.2 | 6.9 | 0.931 | -6.5 | -0.2 | 1.06 | -10.0 | 7.2
O=C1c2ccccc2NC(c2ccc(Cl)cc2Cl)N1O (configuration not stated) | -3.0 | -3.2 | -5.9 | 1.06 | 4.6 | -1.6 | 0.954 | -1.5 | 23.6
CC(=O)c1ccccc1NC(=O)COC(=O)/C=C/c1ccc(OC(F)F)cc1 | 1.8 | 3.6 | 2.6 | 0.974 | 15.2 | 9.1 | 0.848 | -1.6 | 18.5
CC(=O)N1CCSc2ccc(S(=O)(=O)NCCc3ccc(Cl)cc3)cc21 | -2.5 | -5.0 | 28.4 | 0.716 | -0.8 | -3.3 | 1.01 | -1.4 | 5.3
Cc1ccc(S(=O)(=O)NCc2ccc(C(=O)N3CCN(c4ccc([N+](=O)[O-])cc4)CC3)cc2)cc1 | -2.9 | -2.8 | 0.9 | 0.991 | 11.2 | 0.5 | 0.888 | -9.1 | 8.6
COc1cccc(NC(=O)CSc2nc3c(oc4ccccc43)c(=O)[nH]2)c1 | -4.4 | -4.9 | 4.7 | 0.953 | 4.8 | 23.5 | 0.952 | -0.6 | 10.2
CC1CCN(c2ccc(C(=O)N3CCOCC3)cc2[N+](=O)[O-])CC1 | -0.5 | -1.9 | -0.8 | 1.01 | -0.8 | 4.2 | 1.01 | 3.7 | 28.4
CC(C)n1c(CN(C)c2ccccc2)nc2ccccc21 | -1.6 | -3.3 | -33.1 | 1.33 | -7.4 | -2.9 | 1.07 | -2.2 | 10.9
COc1ccc(OCc2cc(C(=O)NC(C)Cc3cnccn3)no2)c(Cl)c1 (configuration not stated) | 6.8 | -3.9 | -12.3 | 1.12 | 1.0 | -4.0 | 0.99 | 0.3 | 23.3
CCCCCCc1c(C)c2ccc(OCC(=O)N3CCC[C@H]3C(=O)O)c(C)c2oc1=O | -0.2 | -9.8 | 0.1 | 0.999 | 8.9 | -3.2 | 0.911 | -1.3 | 7.5
CC(C)C1N=C2c3ccccc3N=C(SCC#N)N2C1=O (configuration not stated) | 1.3 | 0.8 | -3.2 | 1.03 | 9.7 | -0.3 | 0.903 | -0.8 | -1.8
CCCN(CC(=O)Nc1ccccc1C)C(=O)CCNC(=O)c1ccccc1Cl | 1.4 | 6.1 | -8.3 | 1.08 | -3.1 | 3.6 | 1.03 | 2.0 | -0.9
Cc1nnc(SCC2=C(C(=O)O)N3C(=O)C(NC(=O)Cn4cnnn4)C3SC2)s1 (configuration not stated) | -4.5 | -3.9 | 3.2 | 0.968 | 13.9 | 0.7 | 0.861 | 1.9 | 22.2
O=C(C1CCCCC1)N1CCc2[nH]c3ccc(F)cc3c2C1 | -3.2 | -5.2 | 8.5 | 0.915 | 10.6 | -1.9 | 0.894 | -5.9 | 24.9
C[C@H](CO)NC(=O)[C@H](C)[C@H]1C[C@]1(C)[C@H](NC(=O)OCc1ccccc1)c1ccccc1 | -1.2 | -9.9 | 19.8 | 0.802 | 2.3 | -4.7 | 0.977 | -0.7 | 2.1
COCCCn1c(-c2ccccc2)nc2ccccc2c1=O | 4.7 | -6.0 | 5.1 | 0.949 | 1.4 | -0.7 | 0.986 | 0.6 | 6.1
Nc1c(N2CCCC2)c2ccccc2oc1=O | 0.4 | -1.9 | 10.9 | 0.891 | -4.6 | 0.6 | 1.05 | 2.1 | 11.7
Cc1cc(C(=O)OCC(=O)N2CCOCC2)ccc1[N+](=O)[O-] | -0.8 | -4.7 | -2.9 | 1.03 | -6.9 | 0.3 | 1.07 | -2.9 | 9.6
O=C(Nc1nnc(-c2ccco2)o1)c1ccc2ccccc2c1 | -6.3 | -12.0 | 9.2 | 0.908 | 10.5 | -3.8 | 0.895 | 2.0 | 13.2
O=S(=O)(N/N=C\C=C\c1ccccc1)c1ccc(Br)cc1 | -1.5 | -6.4 | -5.6 | 1.06 | 6.1 | 0.6 | 0.939 | 1.0 | 5.9
O=C(Nc1ccc(F)cc1)c1nc(S(=O)(=O)Cc2ccccc2)ncc1Cl | -6.6 | -4.6 | -9.7 | 1.1 | -0.9 | -4.0 | 1.01 | -0.5 | 31.9
CC(=O)Nc1ccc(NC(=O)C(C)OC(=O)CSCc2cccc(Cl)c2)cc1 (configuration not stated) | 2.2 | -6.6 | 18.6 | 0.814 | 4.1 | -1.9 | 0.959 | 5.8 | 15.6
COC(=O)c1c(NC(=O)CSc2ncnc3[nH]ncc23)sc2c1CCC2 | 0.8 | -9.5 | -38.6 | 1.39 | -5.4 | -2.5 | 1.05 | -7.0 | 16.9
COc1ccc(OCC(=O)Nc2ccc3c(c2)nc(CCN2CCCC2)n3C)cc1 | -1.6 | -9.5 | -4.4 | 1.04 | 3.1 | -8.3 | 0.969 | -5.9 | 4.1
Cc1ccc(-c2nc(C#N)c(N3CCCCC3)o2)cc1 | 2.0 | -1.0 | 5.6 | 0.944 | -2.5 | 1.1 | 1.02 | -1.0 | 16.5
CC(=O)Nc1cc(NC(C)=O)cc(C(=O)N2CCCC3CCCCC32)c1 (configuration not stated) | 0.0 | 31.1 | -1.6 | 1.02 | 5.5 | 37.2 | 0.945 | -10.8 | 14.5
Cc1cccc(NS(=O)(=O)c2ccc(C)c(C(=O)NCCCN3CCOCC3)c2)c1 | -1.7 | -12.4 | 9.2 | 0.908 | -0.6 | -2.5 | 1.01 | -0.7 | 19.3
COc1cc(C(C(=O)NC2CCCCC2)N(Cc2ccco2)C(=O)c2cnccn2)cc(OC)c1OC (configuration not stated) | -1.9 | -7.8 | -10.6 | 1.11 | -7.5 | -1.4 | 1.07 | -1.4 | 9.0
Cc1nc(Nc2ccc(F)cc2)nc(Nc2ccc(F)cc2)c1[N+](=O)[O-] | -2.0 | -3.9 | 16.6 | 0.834 | 9.2 | 1.4 | 0.908 | 1.6 | -1.5
CCCCN(C)C(=O)Cn1cnc2sc(C)cc2c1=O | -2.8 | -2.6 | -27.2 | 1.27 | -9.9 | -1.4 | 1.1 | 0.8 | 11.0

A different layout for 3 compounds above:
SMILES	beta cell repl	A3G deaminase	hIAP inh	hIAP act	mIAP inh	A3A deaminase	mIAP activ	SENP1 inh	NLRP3 yeast inh
Nc1c(N2CCCC2)c2ccccc2oc1=O	0.4	-1.9	10.9	0.891	-4.6	0.6	1.05	2.1	11.7
Cc1cc(C(=O)OCC(=O)N2CCOCC2)ccc1[N+](=O)[O-]	-0.8	-4.7	-2.9	1.03	-6.9	0.3	1.07	-2.9	9.6
O=C(Nc1nnc(-c2ccco2)o1)c1ccc2ccccc2c1	-6.3	-12.0	9.2	0.908	10.5	-3.8	0.895	2.0	13.2
